Bioassay records: PubChem BioAssay, several laboratories
STAT1 inh = reduces IFN-gamma driven STAT1 reporter signal | NIH 3T3 STAT1-luciferase reporter, luminescence | inhibition, % at 5.5 µM | hit rate 0.35% among 200,000 | AID 920;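 active = inhibition above a set limit, the mean inhibition across all tested compounds plus 3 SD, cut at about 34% in these data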;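 also: 0% = IFN-gamma with DMSO and 100% = IFN-gamma with 300 µM nifuroxazide; values of inactives mirror those of a sister screen read the other way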
PPARg SRC2 recr = PPARgamma-driven SRC-2 recruitment agonism; activation, % at 8 µM; hit rate 0.34% among 200,000; P37231; PPARgamma LBD-SRC-2 recruitment, biochemical; AID 1032; in the data active = activation above about 22%;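 also: 0% = vehicle and 100% = reference agonist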
PPARg SRC-3 ag = promotes SRC-3 coactivator recruitment by human PPARgamma; P37231; biochemical PPARgamma/SRC-3 coactivator recruitment assay; activation, % at 8 µM; hit rate 0.26% among 200,000; AID 731; in the data active = activation above about 23%;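 also: 0% = DMSO and 100% = reference agonist; some compounds past the cut are filed as inactive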
TLR4-MyD88 BLA = blocks binding of human TLR4 to MyD88. O00206+Q99836. HeLa CL3-4 TLR4/MyD88 BLA complementation, FRET ratio. inhibition, % at 8.4 µM. hit rate 0.18% among 200,000. AID 861; in the data active = inhibition above about 25%;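 also: 0% = vehicle and 100% = reference inhibitor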
Target sequence (O00206 whole entry, looked up): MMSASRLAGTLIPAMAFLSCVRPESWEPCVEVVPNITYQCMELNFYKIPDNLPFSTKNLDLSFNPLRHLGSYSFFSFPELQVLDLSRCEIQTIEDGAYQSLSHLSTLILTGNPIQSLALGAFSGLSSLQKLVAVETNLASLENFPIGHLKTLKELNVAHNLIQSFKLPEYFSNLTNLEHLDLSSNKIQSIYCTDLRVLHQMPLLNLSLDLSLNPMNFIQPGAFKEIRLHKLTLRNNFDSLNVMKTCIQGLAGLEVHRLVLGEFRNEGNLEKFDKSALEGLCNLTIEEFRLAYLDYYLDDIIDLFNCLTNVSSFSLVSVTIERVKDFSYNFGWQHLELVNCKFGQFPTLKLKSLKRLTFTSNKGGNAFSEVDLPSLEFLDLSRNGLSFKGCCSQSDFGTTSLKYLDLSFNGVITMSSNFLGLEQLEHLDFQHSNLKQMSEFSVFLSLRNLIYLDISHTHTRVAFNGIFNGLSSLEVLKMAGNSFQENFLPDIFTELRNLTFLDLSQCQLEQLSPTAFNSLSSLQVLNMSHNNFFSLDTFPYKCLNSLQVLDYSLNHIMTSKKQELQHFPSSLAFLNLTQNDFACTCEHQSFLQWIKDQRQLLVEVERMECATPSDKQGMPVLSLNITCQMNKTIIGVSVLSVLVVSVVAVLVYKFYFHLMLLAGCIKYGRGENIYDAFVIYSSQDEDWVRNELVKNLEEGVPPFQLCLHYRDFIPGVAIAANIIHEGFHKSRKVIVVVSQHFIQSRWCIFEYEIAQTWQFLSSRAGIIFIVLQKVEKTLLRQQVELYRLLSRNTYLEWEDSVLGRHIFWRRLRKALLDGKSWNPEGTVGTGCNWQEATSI
Target sequence (Q99836 whole entry, looked up): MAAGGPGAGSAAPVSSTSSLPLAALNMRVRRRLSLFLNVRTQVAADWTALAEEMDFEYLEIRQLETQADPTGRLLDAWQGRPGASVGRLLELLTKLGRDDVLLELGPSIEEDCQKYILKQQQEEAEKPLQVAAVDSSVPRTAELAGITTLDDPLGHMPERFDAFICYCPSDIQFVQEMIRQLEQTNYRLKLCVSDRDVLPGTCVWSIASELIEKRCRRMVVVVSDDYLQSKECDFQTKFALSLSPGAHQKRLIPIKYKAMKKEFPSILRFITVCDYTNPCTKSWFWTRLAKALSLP
TR-FRET SRC-2 ct = flags TR-FRET format artefacts in PPARgamma SRC-2 recruitment agonist screen; TR-FRET artefact counter-screen; active compounds read high; TR-FRET ratio at 8 µM; hit rate 0.4% among 200,000; AID 1049; in the data active = TR-FRET ratio above about 2000; also: inactives centre near 1500
S1P3 antag = antagonists of human S1P3 receptor. Q99500. hit rate 0.27% among 170,000. CHO S1P3 NFAT-BLA reporter, FRET fluorescence, antagonist mode. inhibition, % at 4.98 µM;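 active = inhibition above the plate cutoff, the mean inhibition of test wells on that plate plus 3 SD, cut at about 28% in these data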;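 also: cells challenged with S1P at its EC80 of 0.8 µM; blue over green emission ratio from cleaved BLA substrate after 4 h stimulation; 0% = S1P-stimulated wells and 100% = unstimulated DMSO-only wells; some compounds past the cut are filed as inactive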
RAM inhibit = blocks the yeast RAM network; S. cerevisiae dse1pr::URA3 reporter, 5-FOA growth OD615, 2 d; analog-sensitive cbk1-as2 kinase mutant strain; inhibition, % at 50 µM; hit rate 1.8% among 190,000;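 active = inhibition above a set limit, 3 SD over mean compound inhibition, cut at about 8.4% in these data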;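 also: 0% = DMSO-only wells with no growth and 100% = 10 µM 1-NA-PP1 full growth; inhibition rescues growth on 5-FOA so higher OD means more RAM inhibition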
STAT3 activator = STAT3 signaling activation | U3A cells, IL-6 STAT3-luciferase reporter, luminescence; 100% = signal with IL-6 EC80 alone | activation (% of control), % at 5.6 µM | hit rate 0.91% among 190,000 | AID 871;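 active = activation above the screen-wide mean of compound activation plus 3 SD, cut at about 130% in these data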;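 also: 0% = background luminescence of wells with medium and substrate only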
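Test system: Human STAT1-deficient U3A cells with stable STAT3-luciferase reporter | Also added: Interleukin-6, 33 ng/mL | Timing: Compound pre-incubation 1 h before IL-6, then 6 h stimulation at 37 °C | Technique: Luciferase reporter luminescence | Read-out: Percent of IL-6-only median luminescence | Benchmarks: IL-6-only wells as 100% reference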
PPARg SRC-1 ag = PPARgamma-driven SRC-1 recruitment agonism; AID 631; activation, % at 8 µM; P37231; hit rate 0.41% among 200,000; PPARgamma-SRC-1 coactivator recruitment biochemical assay; in the data active = activation above about 19%;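 also: 0% = DMSO and 100% = reference agonist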
STAT3 blocker = reduces IL-6 driven STAT3 reporter signal. U3A cells, IL-6 STAT3-luciferase reporter, luminescence; host cell line lacks STAT1. inhibition, % at 5.5 µM. hit rate 0.89% among 190,000. AID 862;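 active = inhibition above the mean inhibition across all screened compounds plus 3 SD, cut at about 44% in these data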;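 also: 0% = DMSO only wells and 100% = 100 µM nifuroxazide control wells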
ROMK primary = modulates human ROMK potassium channel activity. P48048. B-score at 10 µM. Tet-inducible ROMK, thallium flux fluorescence; actives lie on both sides. hit rate 2% among 130,000;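 active = signal ratio slope over the read window, or its plate-corrected B-score, at least 3 SD from the plate mean, either direction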;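 also: B-score of the F/F0 ratio slope over 7 to 12 s after thallium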
* hit, by the source's call; x = no result given.

item	structure	STAT1 inh	PPARg SRC2 recr	PPARg SRC-3 ag	TLR4-MyD88 BLA	TR-FRET SRC-2 ct	S1P3 antag	RAM inhibit	STAT3 activator	PPARg SRC-1 ag	STAT3 blocker	ROMK primary
1	CCN(CC)S(=O)(=O)c1ccc(N2CCOCC2)c(NC(=O)c2ccc3ccccc3c2)c1	7	1	2	-5	1607	13	0.3	93	1	11	x
2	COc1ccc(N(C(=O)C2CCCCC2)C2C=CS(=O)(=O)C2)c(OC)c1 (stereo unspecified)	-6	2	0	-2	1438	-34	-0.2	99	12	8	x
3	Oc1ccc(/C=N\Nc2cc(N3CCOCC3)nc(N3CCOCC3)n2)c(O)c1	-13	2	5	-2	1560	10	1.7	87	6	18	-0.59
4	CCOC(=O)Cn1nc(-c2ccccc2)ccc1=O	-13	3	-6	-9	1487	x	0.7	96	4	6	0.95
5	Cn1c(NC(=O)c2ccc(F)c(F)c2)cc(=O)n(C)c1=O	-3	15	5	-10	1670	-12	-0.6	106	8	-7	x
6	COc1ccc(-c2ncc(CN3CCN(CCC(C)C)C(CCO)C3)cn2)cc1 (stereo unspecified)	-16	0	2	-16	1417	14	-0.1	105	0	0	x
7	O=C(O)C1CCCCC1C(=O)NC1CCCCC1 (stereo unspecified)	-6	2	1	13	1569	-28	1.4	92	2	13	x
8	CN1CCN(C(=O)CSc2ccc(C(F)(F)F)cc2[N+](=O)[O-])CC1	2	4	-3	-6	1488	-2	-0.3	109	-5	-9	-0.025
9	O=C(NCc1ccccc1)c1ccc(Cl)nc1	1	8	3	-12	1617	6	0.5	91	-4	13	-0.25
10	O=C(CSc1nc2ccccc2[nH]1)N/N=C/C=C\c1ccccc1[N+](=O)[O-]	5	-10	-2	13	1515	4	0.9	97	-1	3	x
11	CCOC(=O)C1CCN(S(=O)(=O)c2c(C)[nH]c(=O)[nH]c2=O)CC1	-3	3	-1	8	1399	12	-0.1	98	-4	7	0.3
12	O=C1C2CC=CCC2C(=O)N1c1ccc(NCCc2ccccc2F)c([N+](=O)[O-])c1 (stereo unspecified)	-12	-2	-4	-5	1634	5	2.5	98	-7	6	0.63
13	N#Cc1ccc(C(=O)Nc2ccc([N+](=O)[O-])cc2)c(F)c1	-21	1	3	8	1250	-2	4.1	84	3	23	0.24
14	CCc1ccc2[nH]c(=O)c(C(c3nnnn3Cc3ccccc3)N3CCOCC3)cc2c1 (stereo unspecified)	-4	3	3	-10	1674	13	1.4	97	12	8	x
15	CCn1ncc2c(OCc3ccc(C#N)cc3)cc(C)nc21	11	6	-3	-12	1564	-3	1.4	84	-2	28	x
16	COc1cc(/C=N/NC(=O)c2ccccn2)cc2c1OCO2	-32	4	-3	11	1463	-1	2.6	106	4	-6	0.034
17	CC(=O)c1cc(CN2CCN(Cc3ccccc3)C(CCO)C2)cs1 (stereo unspecified)	2	4	0	-14	1629	6	1.4	98	-3	8	1.1
18	COc1ccccc1NCC(=O)N/N=C/c1sccc1C	-4	3	2	2	1542	4	2.7	100	0	5	0.14
19	COc1ccc(S(=O)(=O)N2CCC(C(=O)Nc3cccc(C(C)=O)c3)CC2)cc1C	8	3	-5	7	1320	5	2.3	92	1	11	x
20	CCOc1ccccc1OCCCC(=O)Nc1sccc1C(N)=O	0	2	4	2	1557	4	3.8	98	9	6	0.24
21	Cc1csc(SCC(=O)Nc2cccc(S(=O)(=O)N3CCCC3)c2)n1	3	2	-1	-2	1343	x	2.1	96	-3	4	-0.37
22	CCCCC(=O)Nc1ccc(C(=O)Nc2ccc(OC)cc2[N+](=O)[O-])cc1	-3	0	-4	0	1650	-8	1.8	106	1	-12	x
23	CC(C)CC(=O)Nc1ccc2c(c1)OCO2	-12	12	1	10	1628	-8	0.5	102	8	1	0.042
24	COc1ccc(C(=O)Nc2ccccc2Cc2ccccc2)c(OC)c1	9	-1	6	3	1534	16	7.3	94	3	9	-1.1
25	O=C1CC(N2CCN(c3ccccc3Cl)CC2)C(=O)N1c1ccc(F)cc1 (stereo unspecified)	9	1	-1	8	1432	-33	5.5	93	-5	11	-0.76
26	O=C(N=Nc1c(O)[nH]c2ccccc12)c1cccc(S(=O)(=O)Nc2ccccc2Cl)c1	-9	7	5	3	1527	3	5.6	115	6	-8	-0.16
27	COc1ccc(C2C=C(c3ccc(C)cc3)Nc3ncnn32)cc1 (stereo unspecified)	-16	-3	-5	19	1334	x	-1.7	95	-5	8	-2.5
28	CCn1nnnc1SCC(=O)N1c2ccccc2CCc2ccccc21	-6	-9	1	1	1471	13	1.4	107	-4	-4	x
29	CCOC(=O)C1=C(C)N=C2SC(C)C(=O)N2C1c1ccccc1 (stereo unspecified)	7	5	2	7	1684	2	0.6	102	4	4	0.017
30	CCOC(=O)Cn1c(CN2CCOCC2)nc2c1c(=O)[nH]c(=O)n2C	-4	0	6	0	1502	4	1.9	100	3	5	x

Exported as labelled records: two of the compounds above.
(30) CCOC(=O)Cn1c(CN2CCOCC2)nc2c1c(=O)[nH]c(=O)n2C
  STAT1 inh: -4; PPARg SRC2 recr: 0; PPARg SRC-3 ag: 6; TLR4-MyD88 BLA: 0; TR-FRET SRC-2 ct: 1502; S1P3 antag: 4; RAM inhibit: 1.9; STAT3 activator: 100; PPARg SRC-1 ag: 3; STAT3 blocker: 5; ROMK primary: x

(29) CCOC(=O)C1=C(C)N=C2SC(C)C(=O)N2C1c1ccccc1 (stereo unspecified)
  STAT1 inh: 7; PPARg SRC2 recr: 5; PPARg SRC-3 ag: 2; TLR4-MyD88 BLA: 7; TR-FRET SRC-2 ct: 1684; S1P3 antag: 2; RAM inhibit: 0.6; STAT3 activator: 102; PPARg SRC-1 ag: 4; STAT3 blocker: 4; ROMK primary: 0.017

Further structures follow.
item	structure	STAT1 inh	PPARg SRC2 recr	PPARg SRC-3 ag	TLR4-MyD88 BLA	TR-FRET SRC-2 ct	S1P3 antag	RAM inhibit	STAT3 activator	PPARg SRC-1 ag	STAT3 blocker	ROMK primary
31	CS(=O)(=O)N1CCN(c2ccccc2NC(=O)CSc2nnc(-c3ccco3)o2)CC1	-8	10	0	1	1373	1	2.0	109	-1	-9	0.37
32	CCOc1ccc(C(=O)Nc2c3c(nn2-c2ccc(C)cc2)CS(=O)C3)cc1OCC (stereo unspecified)	3	11	17	-11	1724	-21	9.6*	108	6	-5	x
33	CCCCCCCn1c(=N)n(CC(=O)c2ccco2)c2ccccc21	17	9	6	10	1517	x	-0.1	91	-3	15	-5.3*
34	O=C(C1CCCCC1)N1CCc2ccccc21	-13	9	-1	3	1511	-9	0.4	100	3	1	0.064
35	Cc1cc(Cl)c(OCCN2C(=O)NC(C)(C)C2=O)c(Br)c1	-3	1	0	-1	1565	x	3.1	97	6	7	x
36	CCn1c(=O)c2c(nc(SCC(=O)NCC3CCCO3)n2C)n(C)c1=O (stereo unspecified)	-3	1	-5	-8	1354	1	-0.9	97	-3	12	x
37	O=C(COC(=O)c1ccc2c(c1Cl)C(=O)c1ccccc1C2=O)NC1CCCCC1	-4	-5	4	-1	1588	-15	7.6	106	2	-3	0.79
38	NC(=S)NNC(=O)Nc1cccc(Cl)c1	12	1	3	-1	1606	4	-0.1	93	4	11	x
39	O=C(N/N=C/c1ccc(-c2cccc(C(F)(F)F)c2)o1)c1cccc(F)c1	-7	8	2	3	1504	x	1.3	80	12	33	x
40	Cc1ccc(C(=O)CSc2nnc(COc3cccc4cccnc34)o2)cc1	3	3	0	-4	1571	-5	-1.1	93	7	11	-1.2
41	O=C(NCCc1ccncc1)c1ccccc1F	-1	0	2	6	1552	16	0.8	98	5	6	x
42	Cc1ccc(SCc2ccc(C(=O)NCc3ccncc3)cc2)cc1	7	8	6	5	1581	x	-0.6	85	-8	24	-0.25
43	CC1CN=C(N(C(=O)Nc2ccccc2)C(C)C)S1 (stereo unspecified)	7	5	3	-4	1498	x	0.9	104	-1	-2	x
44	O=C(CSCC(=O)NC1CC1)Nc1ccccc1	-3	3	-9	-12	1510	-30	-0.1	106	-1	-1	x
45	COc1ccc(CCNC2CC(=O)N(CCc3ccccc3)C2=O)cc1 (stereo unspecified)	6	16	9	4	1673	x	1.4	98	-1	7	0.03
46	Cc1cc(-c2c(C)[nH]n(-c3ccccc3)c2=O)n(-c2ccccc2)n1	-4	-2	-1	2	1446	x	0.1	106	6	-8	x
47	Cc1nc(C)c2c(c1C(F)(F)F)-c1ccccc1C2(F)F	11	10	7	5	1616	-3	0.3	97	-6	7	x
48	Cc1nc2ccc(S(=O)(=O)NCC(=O)O)cc2s1	9	3	4	2	1328	-16	0.7	104	6	-3	x
49	COc1ccc(CC(=O)OCC(=O)Nc2cccc(Br)c2)cc1	8	3	7	-2	1503	-13	1.8	102	5	2	-0.97
50	NC(=O)CSc1nnnn1-c1ccccc1Cl	-15	-3	4	-16	1513	-2	0.6	102	14	6	-0.089
51	C=CCN(C(=O)CSC1=NC(=O)CN1C(C)=O)c1nc(C)c(-c2ccccc2)s1	-4	11	0	9	1679	-7	0.5	106	7	-3	-0.93

Of the compounds above, these have an aryl methoxy group:
item	structure	STAT1 inh	PPARg SRC2 recr	PPARg SRC-3 ag	TLR4-MyD88 BLA	TR-FRET SRC-2 ct	S1P3 antag	RAM inhibit	STAT3 activator	PPARg SRC-1 ag	STAT3 blocker	ROMK primary
2	COc1ccc(N(C(=O)C2CCCCC2)C2C=CS(=O)(=O)C2)c(OC)c1 (stereo unspecified)	-6	2	0	-2	1438	-34	-0.2	99	12	8	x
6	COc1ccc(-c2ncc(CN3CCN(CCC(C)C)C(CCO)C3)cn2)cc1 (stereo unspecified)	-16	0	2	-16	1417	14	-0.1	105	0	0	x
16	COc1cc(/C=N/NC(=O)c2ccccn2)cc2c1OCO2	-32	4	-3	11	1463	-1	2.6	106	4	-6	0.034
18	COc1ccccc1NCC(=O)N/N=C/c1sccc1C	-4	3	2	2	1542	4	2.7	100	0	5	0.14
19	COc1ccc(S(=O)(=O)N2CCC(C(=O)Nc3cccc(C(C)=O)c3)CC2)cc1C	8	3	-5	7	1320	5	2.3	92	1	11	x
22	CCCCC(=O)Nc1ccc(C(=O)Nc2ccc(OC)cc2[N+](=O)[O-])cc1	-3	0	-4	0	1650	-8	1.8	106	1	-12	x
24	COc1ccc(C(=O)Nc2ccccc2Cc2ccccc2)c(OC)c1	9	-1	6	3	1534	16	7.3	94	3	9	-1.1
27	COc1ccc(C2C=C(c3ccc(C)cc3)Nc3ncnn32)cc1 (stereo unspecified)	-16	-3	-5	19	1334	x	-1.7	95	-5	8	-2.5
45	COc1ccc(CCNC2CC(=O)N(CCc3ccccc3)C2=O)cc1 (stereo unspecified)	6	16	9	4	1673	x	1.4	98	-1	7	0.03
49	COc1ccc(CC(=O)OCC(=O)Nc2cccc(Br)c2)cc1	8	3	7	-2	1503	-13	1.8	102	5	2	-0.97
